Assay outcomes: PubChem, Broad Institute
GASC1 inh: inhibitors of GASC-1 (KDM4C) histone demethylase, primary screen, biochemical, single concentration HTS; AID 720574, 2013; inhibition, % at 12.5 µM; 96,000 compounds, 0.15% hits; Lysine-specific demethylase 4C (Homo sapiens), Q9H3R0; GST-KDM4C 2-372, H3K9me3 peptide, LANCE TR-FRET;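 active = mean replicate inhibition above about 25%, with at least 55% of replicates also reaching it, limit read from the data, passing the limit was not always enough; inconclusive = only one of those two conditions met; inactive = neither condition met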
Target sequence (Q9H3R0 2-372 limits assumed): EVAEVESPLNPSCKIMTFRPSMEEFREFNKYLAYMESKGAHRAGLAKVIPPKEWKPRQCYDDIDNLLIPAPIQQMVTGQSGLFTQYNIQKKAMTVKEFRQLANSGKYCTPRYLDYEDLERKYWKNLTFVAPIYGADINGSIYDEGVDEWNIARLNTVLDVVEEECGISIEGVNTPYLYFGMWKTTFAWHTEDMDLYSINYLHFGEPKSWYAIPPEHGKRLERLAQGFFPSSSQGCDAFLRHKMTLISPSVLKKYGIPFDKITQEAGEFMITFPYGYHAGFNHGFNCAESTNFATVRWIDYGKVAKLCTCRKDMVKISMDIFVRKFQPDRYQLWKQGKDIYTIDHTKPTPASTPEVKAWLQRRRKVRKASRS
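material = GST-tagged GASC-1 (JMJD2C) catalytic fragment, aa 2-372 | amount = enzyme final amount 10 nM | medium = HEPES buffer, pH 7.5, plus ascorbate | also added = H3K9me3 peptide substrate, Fe(II), 2-oxoglutarate | dosing = single dose | times = 30 min demethylation and 1 h detection at room temperature | detection = LANCE TR-FRET | read-out basis = Fall in 671/618 emission ratio as inhibition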
C diff HTS: C. difficile growth inhibitors, primary screen, HTS. Clostridium difficile clinical isolate growth, OD600, 24 h; hits give low values. growth activity, negative = inhibition, % at 16 µg/mL (by protocol). 86,000 compounds, 0.25% hits;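 active = mean growth activity at or below -80% and every replicate also at or below -80%; inconclusive = mean at or below -80% but some replicate above -80%; inactive = mean growth activity above -80%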;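 note: 0% = DMSO wells and -100% = levofloxacin 16 µg/mL wells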
Pf Dd2 inh: P. falciparum Dd2 growth inhibitors, primary screen, SYBR Green fluorescence, single dose replicates; 72 h; hits give low values; activity change, % at 10 µM; 94,000 compounds, 2.3% hits; AID 1159554, 2015; in the data active = activity change below about -80%; inconclusive = no clear call, values can overlap the other calls
T cruzi growth: T. cruzi intracellular proliferation inhibitors, primary screen, cell-based, beta-gal Tulahuen parasites, NIH3T3 host, luminescence; T. cruzi beta-gal in NIH3T3, GalScreen luminescence, 90 h; inhibition, % at 8.34 µM; 77,000 compounds, 5.9% hits;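 active = mean inhibition above about 93%, with at least 55% of replicates each passing it, limit read from the data, passing the limit was not always enough; inconclusive = only one of those two conditions holds; inactive = neither condition holds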
The depositor's hits bear a star; ? = inconclusive; / = not tested or not shown; & = joins results of further samples.

mol	GASC1 inh	C diff HTS	Pf Dd2 inh	T cruzi growth
CC(C)CC#Cc1ccc([C@H]2[C@@H](CO)N3C(=O)CN(C(=O)NC4CCCCC4)C[C@@H]23)cc1	0.5	-6	-24	/
COCCNC(=O)C[C@H]1C[C@H]2c3cc(NC(=O)NC4CCCC4)ccc3O[C@H]2[C@@H](CO)O1	0.1	1	15	-9
C[C@@H]1CN([C@H](C)CO)C(=O)c2cc(NC(=O)Cn3cnnn3)ccc2O[C@H]1CN(C)C(=O)Nc1ccccc1	1.3	-3	4	37
C[C@H](CO)N1C[C@H](C)[C@H](CN(C)C(=O)CCC(F)(F)F)OCCCC[C@H](C)Oc2ccc(NS(=O)(=O)c3ccc(F)cc3)cc2C1=O	-1.5	6	5	/
COc1ccc2c3c(n(C)c2c1)[C@@H](CO)N(C(C)=O)CC31CN(C(=O)C2CC2)C1	0.5	3	-33	/
CCN1[C@@H]2c3ccc(-c4ccccc4)c(=O)n3C[C@H]1[C@H](CO)[C@H]2C(=O)NCCCN1CCOCC1	-0.5	-5	/	30
CN(C)C(=O)c1ccc(-c2ccc([C@@H]3[C@@H](CO)N4CCCCN(S(C)(=O)=O)C[C@H]34)cc2)cc1	0.8	-2	9	32
O=C(C[C@H]1CC[C@H]2[C@@H](COC[C@H](O)CN2C(=O)Cc2ccccc2)O1)NC1CCCC1	-0.9	5	-13	-28
C[C@H]1CCCCO[C@@H](CN(C)C(=O)Nc2ccc(C(F)(F)F)cc2)[C@@H](C)CN([C@@H](C)CO)C(=O)c2cc(NC(=O)C3CCCCC3)ccc2O1	-0.4	0	-83*	97*
CCCNC(=O)N(C)C[C@@H]1Oc2ncc(C#CC3CCCCC3)cc2C(=O)N([C@H](C)CO)C[C@@H]1C	-1.1	-6	-40	55
N#C[C@H]1[C@H](c2ccc(C#CCC3CCCC3)cc2)[C@@H](CO)N1C(=O)c1ccccn1	-2.3	-4	-39	97*
CCNC(=O)C[C@H]1CC[C@@H]2[C@H](COC[C@H](O)CN2S(=O)(=O)c2ccccc2F)O1	-0.1	/	-9	3
C[C@@H]1CN([C@H](C)CO)C(=O)c2cc(NC(=O)Cc3ccccc3)ccc2O[C@@H]1CN(C)S(=O)(=O)c1ccccc1	1.4	-5	0	22
C[C@@H](NC(=O)C[C@H]1C=C[C@@H](NC(=O)Cc2ccccn2)[C@H](CO)O1)c1ccccc1	-0.1	-1	17	37
COCC#Cc1ccc([C@H]2[C@H]3CN(S(=O)(=O)c4ccccc4C)CCCCN3[C@H]2CO)cc1	-1.7	5	-24	95
C[C@H](CO)N1C[C@H](C)[C@@H](CN(C)Cc2cncnc2)Oc2cc(C3=CCCC3)ccc2S1(=O)=O	4.4	6	4	4
COc1cccc(C(=O)N2C[C@@H]3[C@H](c4ccccc42)[C@H](CO)N3Cc2ccccc2Cl)c1	-2.3	9	-26	53
C[C@@H]1CN([C@@H](C)CO)C(=O)Cc2cc(NC(=O)CCN3CCOCC3)ccc2O[C@H]1CN(C)Cc1ccc(Cl)c(Cl)c1	8.1	1	-10	-12
CO[C@H]1CN(C)C(=O)c2ccc(NC(=O)c3ccc4c(c3)OCO4)cc2OC[C@H](C)NC[C@H]1C	1.0	/	6	39
C/C=C/c1ccc2c(c1)O[C@H](CN(C)C(=O)c1ccccc1F)[C@H](C)CN([C@H](C)CO)S2(=O)=O	1.1	-1	4	-4
C[C@H](CO)N1C[C@H](C)[C@H](CN(C)S(=O)(=O)c2ccc(F)cc2)Oc2c(NC(=O)Nc3ccc(F)cc3)cccc2C1=O	-1.4	10	-26	-27
C[C@H]1CN([C@@H](C)CO)C(=O)c2cccc(NC(=O)Nc3ccc4c(c3)OCO4)c2O[C@H]1CN(C)S(=O)(=O)c1ccc(Cl)cc1	-0.4	/	8	22
CCCN(C)C[C@H]1Oc2ncc(C#CC3CC3)cc2C(=O)N([C@H](C)CO)C[C@@H]1C	0.2	4	-34	58
CN(C)CC(=O)Nc1ccc2c(c1)[C@@H]1C[C@@H](CC(=O)N(C)C)O[C@H](CO)[C@@H]1O2	12	1	21	-8
OC[C@H]1[C@@H](c2ccc(-c3cccnc3)cc2)[C@@H]2CN(Cc3ccccn3)CCCCN12	-0.3	-6	-45	33

New compounds follow.
mol	GASC1 inh	C diff HTS	Pf Dd2 inh	T cruzi growth
C[C@H](CO)N1C[C@H](C)[C@H](CN(C)C)Oc2ncc(-c3ccc(C(=O)N(C)C)cc3)cc2C1=O	9.7	-4	20	-3
O=C(Nc1cccc(F)c1)N1C[C@H]2[C@@H](c3ccccc31)[C@H](CO)N2C(=O)Cc1ccccc1	0.5	1	-8	1
O=C(C[C@H]1CC[C@@H]2NC[C@H](O)COC[C@H]2O1)N1CCc2ccccc2C1	1.2	-1&-6	6	18
O=C(Nc1ccccc1F)N[C@H]1CC[C@H](CCNS(=O)(=O)c2ccc(Cl)cc2)O[C@@H]1CO	-1.1	/	4	20
COc1ccc(CN(C)C[C@@H]2OCCCC[C@H](C)Oc3ccc(NC(=O)Cc4ccccc4)cc3C(=O)N([C@H](C)CO)C[C@@H]2C)cc1	-0.6	5	-51	37
C[C@@H]1CN([C@@H](C)CO)C(=O)c2cc(NC(=O)C3CCCCC3)ccc2O[C@@H](C)CCCCO[C@H]1CN(C)S(=O)(=O)c1cn(C)cn1	0.0	3	10	2
C[C@@H]1CCCCO[C@H](CN(C)C(=O)CCC(F)(F)F)[C@@H](C)CN([C@@H](C)CO)C(=O)c2cc(NS(=O)(=O)c3ccccc3)ccc2O1	-0.2	-19	-53	52
CC(C)NC(=O)Nc1ccc2c(c1)C(=O)N(C)[C@@H]1CC[C@@H](CC(=O)NCC3CCCCC3)O[C@H]1CO2	0.7	3	-25	4
C[C@H](CO)N1C[C@H](C)[C@H](CN(C)Cc2ccc(C(F)(F)F)cc2)Oc2ccc(NC(=O)C3CCCCC3)cc2C1=O	0.2	-3	28	29
COc1ccc2c3c(n(C)c2c1)[C@@H](CO)N(C(=O)Cc1ccccn1)CC31CN(Cc2ccccn2)C1	0.7	2	-72	/
COc1ccc(S(=O)(=O)N[C@@H]2CC[C@H](CCn3cc(C(C)C)nn3)O[C@@H]2CO)cc1	-0.5	/	-27	-24
C[C@H]1CN([C@@H](C)CO)C(=O)c2cccc(NS(=O)(=O)c3cccs3)c2O[C@H]1CN(C)Cc1ccc(C(=O)O)cc1	-0.8	/	-32	-70
Cc1cccc(-c2ccc([C@H]3[C@@H](CO)N4C(=O)CN(S(=O)(=O)c5cccc(F)c5)C[C@@H]34)cc2)c1	-0.7	63	-18	/
CCCNC(=O)N1CC2(CN(C(=O)Cc3cccnc3)C2)c2c([nH]c3cc(OC)ccc23)[C@H]1CO	-0.9	-2	-51	/
COCC(=O)NC[C@@H]1[C@H](c2ccc(C3=CCCC3)cc2)[C@@H](CO)N1C(=O)C1CC1	1.6	12	12	57
COc1ccc(NC(=O)N(C)C[C@@H]2Oc3c(NC(=O)Nc4ccccc4)cccc3C(=O)N([C@H](C)CO)C[C@H]2C)cc1	2.1	-1	-8	29
C[C@@H]1CN([C@H](C)CO)C(=O)c2cccc(NC(=O)NC3CCCCC3)c2O[C@@H]1CN(C)S(=O)(=O)c1ccc(F)cc1	0.5	-9	-3	-10
COc1cccc(CN2CC3(CCN(C)CC3)c3c(n(C)c4cc(OC)ccc34)[C@H]2CO)c1	-1.5	2	-72	/
CC(=O)N(C)C[C@@H]1Oc2ncc(C#CCc3ccccc3)cc2C(=O)N([C@@H](C)CO)C[C@@H]1C	2.0	0	39	10
O=C(C[C@@H]1CC[C@H](NC(=O)Nc2cccc(F)c2)[C@H](CO)O1)NCC1CC1	-2.5	/	2	54
C[C@H](CO)N1C[C@H](C)[C@@H](CN(C)Cc2ccc(Cl)c(Cl)c2)OCc2cn(nn2)CCCC1=O	0.1	1	0	17
C[C@H](CO)N1C[C@H](C)[C@@H](CN(C)Cc2ccc(Oc3ccccc3)cc2)Oc2ccc(NC(=O)CCN3CCOCC3)cc2C1=O	/	0	-33	-42
C[C@@H]1CN([C@@H](C)CO)C(=O)c2cccc(NS(=O)(=O)c3cccs3)c2O[C@H]1CN(C)C(=O)Nc1ccc(C(F)(F)F)cc1	3.4	/	-27	-7
C[C@H](NC(=O)[C@H]1[C@H](CO)[C@H]2Cn3c(cccc3=O)[C@H]2N1Cc1ccncc1)c1ccccc1	?	-7	4	29
C[C@H](CO)N1C[C@H](C)[C@@H](CN(C)S(C)(=O)=O)Oc2c(NC(=O)C3CCCCC3)cccc2C1=O	-2.4	-1	-3	-5

4 of the entries above in order of the GASC1 inh value, low to high.
Structure,GASC1 inh
COc1cccc(CN2CC3(CCN(C)CC3)c3c(n(C)c4cc(OC)ccc34)[C@H]2CO)c1,-1.5
O=C(Nc1ccccc1F)N[C@H]1CC[C@H](CCNS(=O)(=O)c2ccc(Cl)cc2)O[C@@H]1CO,-1.1
C[C@@H]1CCCCO[C@H](CN(C)C(=O)CCC(F)(F)F)[C@@H](C)CN([C@@H](C)CO)C(=O)c2cc(NS(=O)(=O)c3ccccc3)ccc2O1,-0.2
C[C@H](CO)N1C[C@H](C)[C@@H](CN(C)Cc2ccc(Cl)c(Cl)c2)OCc2cn(nn2)CCCC1=O,0.1

(next part)
mol	GASC1 inh	C diff HTS	Pf Dd2 inh	T cruzi growth
COc1ccc(CN(C)C[C@H]2Oc3ccc(NC(=O)NC(C)C)cc3CC(=O)N([C@@H](C)CO)C[C@@H]2C)cc1	1.7	61&11	-12	/
CCNC(=O)Nc1ccc2c(c1)C(=O)N(C)[C@@H]1CC[C@H](CC(=O)N[C@H](C)c3ccccc3)O[C@H]1CO2	-1.6	2	/	39
C[C@H](CO)N1C[C@H](C)[C@H](CN(C)S(=O)(=O)c2cn(C)cn2)Oc2ccc(NC(=O)CCCCCC(=O)Nc3ccccc3N)cc2C1=O	0.4	0	17	/
C[C@@H]1CN([C@@H](C)CO)S(=O)(=O)c2ccc(C#Cc3ccccc3)cc2O[C@H]1CN(C)C(=O)Nc1ccc2c(c1)OCO2	-2.2	0	-73	132*
CCCNC(=O)C[C@@H]1CC[C@@H]2[C@H](COC[C@@H](O)CN2Cc2ccccc2F)O1	0.1	2&-4	-30	111*
C[C@H]1CN([C@@H](C)CO)C(=O)c2c(c3ccccc3n2C)-c2ccccc2CO[C@@H]1CN(C)Cc1cccc2c1OCCCO2	/	8	-80	/
COc1ccc(S(=O)(=O)N(C)C[C@H]2Oc3c(NC(=O)Nc4ccc5c(c4)OCO5)cccc3C(=O)N([C@H](C)CO)C[C@@H]2C)cc1	0.1	-3	2	-7
C[C@@H]1CCCCO[C@H](CN(C)Cc2ccccc2)[C@@H](C)CN([C@@H](C)CO)C(=O)c2cc(NC(=O)Nc3ccccc3)ccc2O1	-0.9	/	-74	/
COc1cccc(-c2cnc3c(c2)C(=O)N([C@@H](C)CO)C[C@H](C)[C@@H](CN(C)CC2CCOCC2)O3)c1	1.2	0	31	96
C/C=C/c1ccc([C@H]2[C@@H](CO)N(S(C)(=O)=O)[C@H]2CN(CCC)C(C)=O)cc1	-2.4	-2	-29	/
C[C@@H]1CN([C@@H](C)CO)C(=O)c2cc(NC(=O)C3CCCCC3)ccc2O[C@@H](C)CCCCO[C@@H]1CN(C)C(=O)CCCN(C)C	/	8	41	16
CC(=O)N(C)C[C@H]1Oc2ncc(C#Cc3cccc(F)c3)cc2C(=O)N([C@@H](C)CO)C[C@H]1C	1.5	1	-8	13
COCC(=O)N1[C@@H](C#N)[C@@H](c2ccc(-c3cccc(F)c3)cc2)[C@@H]1CO	-2.4	2	26	29
CCCC#Cc1ccc([C@H]2[C@H]3CN(Cc4cncnc4)CCCCN3[C@H]2CO)cc1	-0.1	-5	0	63
